Screening results as filed in PubChem.
KDM5B inhibitor: KDM5B demethylase inhibition; Q9UGL1; KDM5B demethylase, FDH-coupled NADH fluorescence (FDH is formaldehyde dehydrogenase); Potency, µM (top dose mostly 57.7 µM), without a hit: top-dose activity change, negative = inhibition, actives largely listed as inhibitors; hit rate 2.6% among 220,000; active means well fitted inhibition curve with a large enough effect; inconclusive means small, poorly fitted or top-dose-only effect; inactive means no such curve, though single readings can be large or run the other way; further: 0% is about no effect; nearly all actives have a fitted effect of over 70% in size
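Here, H3K4me3 peptide (12.5 µM in substrate mix) is demethylated by KDM5BΔAP, 200 nM final, after 10 min compound exposure. Formaldehyde product is coupled through FDH (0.25 U/mL in mix) to NADH fluorescence; 30-min ΔRFU feeds dose-response curves.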
Numbers without * were called inactive; i = inactive; ? = inconclusive; & = joins results of further samples; [ ] = remark or other dose. Potency means the concentration at half of the fitted maximal effect. Only part of the results is shown (hit frequency here may not be typical).

KDM5B inhibitor	SMILES
-11%	CCCCC(=O)NC1CCN(c2cnn(CC3CC3)c(=O)c2)CC1
5%	CC(O)c1ccccc1[N+](=O)[O-] (stereo unspecified)
-21%	COc1cccc2cc(-c3nn4c(C(C)C)nnc4s3)oc12
-29%	Cc1cc(Cl)ccc1S(=O)(=O)NCCn1c(C)cnc1C1CCC1
-15%	O=C(c1cscn1)N1CCC2(CC1)CN(c1ccncn1)CC2CO (stereo unspecified)
-29%	O=C(Nc1ccc2c(N3CCCCC3)ncnc2c1)c1ccc(F)cc1F
-10%	Cc1cccc(NC(=O)c2cnc(-c3ccccc3)nc2-c2ccncc2)c1C
26%	Cc1cc(C)c(OCC(=O)Nc2cccc(NC(=O)c3ccco3)c2)c(Br)c1
7%[115 µM]	O=C(c1ccccc1F)N1CCC2(CC(c3cccc(C(F)(F)F)c3)=NO2)C1 (stereo unspecified)
-5%	Cc1ccc(/C=N/Nc2nc(Nc3ccccc3)nc(N3CCCCC3)n2)c(C)c1
-16%	Cc1ccc(NC(=O)N2CCC(CN3CCCCCC3)CC2)c(Cl)c1
-4%	COc1cccc(/C=C2\Oc3cc(OS(=O)(=O)c4ccccc4)ccc3C2=O)c1OC
?	Cc1ccc(OCC(=O)NCC2(N(C)C)CCCCC2)cc1C
12%[115 µM]	COc1cccc(N2C(=O)NC(=NC3CCCCC3)C23CCN([S+](=O)([O-])c2ccccc2)CC3)c1
-29%	Cc1cccc(CNC(=O)C2CCCN(c3cnc4nc(C)c(C)nc4c3)C2)c1 (stereo unspecified)
?	COc1cccc(CC(=O)NCc2nnc3ccc(-c4ccc(C)c(C)c4)nn23)c1
4%	Cc1ccc(CCC(=O)Nc2cccc3cccnc23)c(C)c1
-19%	CCc1ccc(C(=O)CSc2nnc(-c3ccc(Cl)cc3)n2CCOC)cc1
-15%	COc1cc(NC2c3ccccc3C(=O)N2Cc2ccccc2Cl)cc(OC)c1 (stereo unspecified)
11%	O=C(Nc1cccc(O)c1)c1cc(-c2ccncc2)nc2ccccc12
-9%	O=C(c1ccc2c(c1)OCO2)N1CCn2c(nnc2-c2ccccc2)C1
-19%	O=C(NNC(=O)c1ccccc1OCCOc1ccccc1)c1ccc(F)cc1F
-23%	COCCC(=O)N1CCCCCCNC(=O)CC1c1ccccc1 (stereo unspecified)
-21%	COCCC1(C(=O)O)CCCN(Cc2cnc(CC3CCCC3)[nH]2)C1 (stereo unspecified)
4%	CCOc1ccc(NC(=O)c2ccc(C#Cc3ccccc3)cc2)cc1
14%	C#CCOC(=O)CCC(=O)O
24%	COc1cccc(CCC(=O)N2CCC3(CC2)C(=O)N(C)c2ccccc23)c1
-10%	O=C(Nc1ccc(F)cc1)C1CCCN1S(=O)(=O)c1ccc(Br)cc1 (stereo unspecified)
?	COc1cccc(CSc2nc3n(n2)C(c2ccccc2C)C(C(=O)Nc2ccccc2OC)=C(C)N3)c1 (stereo unspecified)
14%	Cc1cc(C)cc(NC(=O)c2sc3nc(-c4cc5ccccc5oc4=O)[nH]c(=O)c3c2C)c1
-12%	Cc1c(CNCc2ccc(OC(C)C)cc2)c(C(=O)O)c(C)n1Cc1cccc(F)c1
24%	CC(OC(=O)c1ccc2c(c1)NC(=O)CS2)C(=O)Nc1cccc(C(F)(F)F)c1 (stereo unspecified)
-16%[86.2 µM]	Cn1cc(-c2ccc(CO)cc2)c2nc(COc3ccccc3)cn2c1=O
18%[115 µM]	COC(=O)N1CCn2ncc(C(=O)Nc3ccc(Cl)cc3Cl)c2C1
-19%	Cc1ccc(C2=NN(C(=O)CNc3ccc(C(=O)N(C)C)cc3)C(c3ccco3)C2)o1 (stereo unspecified)
-13%	COc1ccc(NC(=O)Cn2ccn3nc(-c4ccccc4)c(CO)c3c2=O)c(OC)c1
3%	CC1CC1C(=O)NC1CCC(c2ccccc2)CC1 (stereo unspecified)
-1%	Cc1ccc(C(=O)c2oc3ccccc3c2NC(=O)Cc2coc3cc(C)ccc23)cc1
0%	CCc1ccccc1NC(=O)c1nc2ccccc2nc1Cl
-7%	COc1ccc(-c2cc(-c3ccc(OC)cc3)on2)cc1
4%	O=C(CC1CCCN(c2cnn(CC3CC3)c(=O)c2)C1)NCc1ccc(Cl)cc1 (stereo unspecified)
7%	CC(C)NS(=O)(=O)c1ccc(NC(=O)CCc2ncc(-c3ccc(F)cc3F)o2)cc1
-4%	COc1ccc(-c2noc(-c3nnn(-c4ccc(C)cc4C)c3C)n2)cc1
7%[149 µM]	CC(=O)N1CC2(CCN(C3COC3)C2)Cc2ccccc21 (stereo unspecified)
-7%[86.2 µM]	Cc1ccc2c(n1)N(C)[C@H](CO)CCN(C(=O)Nc1ccccc1)C2
26%	CCc1noc(-c2nc(-c3ccc4c(c3)OCO4)no2)n1
?	CC(NC(=O)c1ccc([N+](=O)[O-])o1)C12CC3CC(CC(C3)C1)C2 (stereo unspecified)
11%	Cc1ccc(-c2ccc(=O)n(C(C)C(=O)Nc3ccccc3C)n2)cc1 (stereo unspecified)
-3%	CCN(C(=O)Cn1nc(Cc2cccnc2)c2ccccc2c1=O)c1ccccc1F
?	CN(C)C[C@@H]1CN(c2ccncn2)C[C@H]1NC(=O)c1ccc2c(c1)OCO2

In the list so far, these have a halogen.
KDM5B inhibitor	SMILES
-29%	Cc1cc(Cl)ccc1S(=O)(=O)NCCn1c(C)cnc1C1CCC1
-29%	O=C(Nc1ccc2c(N3CCCCC3)ncnc2c1)c1ccc(F)cc1F
26%	Cc1cc(C)c(OCC(=O)Nc2cccc(NC(=O)c3ccco3)c2)c(Br)c1
7%[115 µM]	O=C(c1ccccc1F)N1CCC2(CC(c3cccc(C(F)(F)F)c3)=NO2)C1 (stereo unspecified)
-16%	Cc1ccc(NC(=O)N2CCC(CN3CCCCCC3)CC2)c(Cl)c1
-19%	CCc1ccc(C(=O)CSc2nnc(-c3ccc(Cl)cc3)n2CCOC)cc1
-15%	COc1cc(NC2c3ccccc3C(=O)N2Cc2ccccc2Cl)cc(OC)c1 (stereo unspecified)
-19%	O=C(NNC(=O)c1ccccc1OCCOc1ccccc1)c1ccc(F)cc1F
-10%	O=C(Nc1ccc(F)cc1)C1CCCN1S(=O)(=O)c1ccc(Br)cc1 (stereo unspecified)
-12%	Cc1c(CNCc2ccc(OC(C)C)cc2)c(C(=O)O)c(C)n1Cc1cccc(F)c1
24%	CC(OC(=O)c1ccc2c(c1)NC(=O)CS2)C(=O)Nc1cccc(C(F)(F)F)c1 (stereo unspecified)
18%[115 µM]	COC(=O)N1CCn2ncc(C(=O)Nc3ccc(Cl)cc3Cl)c2C1
0%	CCc1ccccc1NC(=O)c1nc2ccccc2nc1Cl
4%	O=C(CC1CCCN(c2cnn(CC3CC3)c(=O)c2)C1)NCc1ccc(Cl)cc1 (stereo unspecified)
7%	CC(C)NS(=O)(=O)c1ccc(NC(=O)CCc2ncc(-c3ccc(F)cc3F)o2)cc1
-3%	CCN(C(=O)Cn1nc(Cc2cccnc2)c2ccccc2c1=O)c1ccccc1F

(list continues)
KDM5B inhibitor	SMILES
-2%	Cc1ccccc1/C=C(/C#N)c1nc2ccccc2s1
?	O=C1CC(c2c(Cl)cccc2Cl)c2c(ccc3ccccc23)N1 (stereo unspecified)
-28%	O=C(NCC1CC1)c1cccc(OC2CN(C3CCSCC3)C2)c1
-11%	O=C(Nc1ccc(F)cc1)N1CCC(Oc2ncccc2C(=O)N2CCOCC2)C1 (stereo unspecified)
11%	O=C(NCc1ccccc1CN1CCOCC1)c1nn(-c2ccc(F)cc2)c2c1CCC2
-5%	Cc1cc(SCc2c(F)c(F)c(F)c(F)c2F)nc2ccccc12
?	CC1(C)CNC(=O)c2nc(-c3ccccc3-n3cncn3)[nH]c2C1
-19%	CNCC(=O)N1C[C@@H](C(=O)O)[C@H](c2ccccc2)C1
-3%	COC[C@@H]1CN(C(=O)c2ccc(OC)nc2)C[C@H]1c1ccncc1
9%	COC(=O)C(C(=O)OC)C(CC(C(C(=O)OC)C(=O)OC)C(C(=O)OC)C(=O)OC)c1cc(OC)ccc1Br (stereo unspecified)
?	CN(C)c1ccc(C(CNC(=O)c2cccc(C(F)(F)F)c2)N2CCCC2)cc1 (stereo unspecified)
-26%	C[C@@]12CO[C@@H](CNS(C)(=O)=O)O[C@@H]1CC[C@]1(C)[C@@H]2CC[C@@H](O)[C@H]1CC(=O)NCc1ccco1
15%	O=C(CN1C(=O)NC2(CCS(=O)(=O)CC2)C1=O)Nc1ccc(F)cc1
14%	COc1ccccc1OCC(=O)Nc1nc(C)c(C)s1
-10%	Cc1cc2oc(=O)cc(CN3CCN(c4ccc(F)cc4)CC3)c2cc1O
-2%	COCC(=O)N[C@@H]1CN(C(=O)c2ccc(OC)cc2OC)CC[C@@H]1CO
-17%	Cc1nc(C)n(CCCNC(=O)c2cc(S(N)(=O)=O)ccc2F)n1
-9%	COCCN1C(=O)CCC2(CNC(=O)c3cc(F)ccc3F)CCCC=C12 (stereo unspecified)
-22%	CC1CCC(NC(=O)c2ccc(CSc3nc4ccncc4n3Cc3ccc(F)cc3)cc2)CC1 (stereo unspecified)
-3%	O=C(Nc1cccnc1)c1cc(-c2ccccn2)nc2ccccc12
?	CC(C)C[C@@H]1N[C@H](C(=O)NC(C)C)Cc2cn(Cc3nccn3C)c3cccc1c23
3%	CCn1ncnc1CN1CCC(N2CCCC(C(=O)N3CCCC3)C2)CC1 (stereo unspecified)
-6%	CCOc1cc(C(=O)NCC(C)(C)CNC(=O)c2cc(OCC)c(OCC)c(OCC)c2)cc(OCC)c1OCC
-29%	C=CCc1cc(-c2c(-c3ccccc3)ncn2CCCO)cc(OC)c1O
18%&13%	CN(c1ccccc1)S(=O)(=O)c1ccc(NC(=O)c2cc(=O)c3ccccc3o2)cc1
-8%[86.2 µM]	O=C(C[C@@H]1C[C@H]2O[C@H](CNC3CCCC3)[C@@H](O)[C@H]2O1)N1CCOCC1
15%	Cc1cc(N2CCN(CC(O)C(F)(F)F)CC2)c2ccccc2n1 (stereo unspecified)
-15%	O=C(Cc1csc(-c2cccs2)n1)Oc1ccc2cc(Br)ccc2c1
-2%	CCOc1ccc(/C=N/OCc2ccc(F)cc2Cl)cc1
?	CCN(CC)S(=O)(=O)c1ccc(Oc2cccc(C)c2)c(NC(=O)c2ccccn2)c1

Grouped by structure: the entries above containing a thiophene ring, fused or not
KDM5B inhibitor	SMILES
14%	Cc1cc(C)cc(NC(=O)c2sc3nc(-c4cc5ccccc5oc4=O)[nH]c(=O)c3c2C)c1
-15%	O=C(Cc1csc(-c2cccs2)n1)Oc1ccc2cc(Br)ccc2c1

Continued:
KDM5B inhibitor	SMILES
?	COc1cccc(/C=N/NC(=O)NC2CCCCC2)c1O
-35%	COCCn1c(C)cnc1CC1CCCN(Cc2cccc(F)c2)C1 (stereo unspecified)
i	Cc1cc(=O)oc2cc(OC/C(=N\O)c3ccc(Cl)cc3)c(Cl)cc12
-20%	Cc1noc(C(=O)Nc2cccc(Cl)c2)c1Cl
2%	Cc1ccc(CNC(=O)N2CCCC(c3nn(C)c(=O)n3Cc3ccccc3)C2)cc1 (stereo unspecified)
3%	CCNC(=O)c1cc2c(s1)CCC(C(C)(C)C)C2 (stereo unspecified)
-15%	Cc1ccc(CCNC(=O)c2ccc(NC(=O)N3CCSc4ccccc43)cc2)cc1
-16%	CCc1ccc(C(=O)Nc2ccc(N(C)C)cc2)cc1
-24%	O=C(CSc1cn(CC(=O)N2CCCC2)c2ccccc12)Nc1cc(C(F)(F)F)ccc1Cl
?	COc1ccc2c(c1)c1c(c(=O)n(-c3ccccc3)c(=O)n1CC(=O)NCCC1=CCCCC1)n2C
-13%	Cc1cc2c(c(=O)n(-c3ccccc3)c(=O)n2CC(=O)Nc2ccccc2Cl)n1C
8%	Cn1c(COc2ccccc2Cl)nnc1SCCOc1ccc(Cl)cc1
?	CN1CCN(c2nc3c(s2)CN(C(=O)c2ccnn2C)CC3)CC1
?	c1ccc(CNc2ncnc3[nH]ncc23)cc1
-17%	O=C(COc1ccc2oc3c(c2c1)CCCC3)Nc1ccc(Cl)cc1
-17%	O=C(CC1CCCN(c2cn[nH]c(=O)c2)C1)N1CCC(Cc2ccccc2)CC1 (stereo unspecified)
?	CCOc1ccc(-c2cc3c(=O)n(CCNC(=O)C4(c5ccccc5)CC4)ccn3n2)cc1
-2%	O=C(NCc1ccc(F)cc1)C1CCCN(c2ccc3nnc(C(F)(F)F)n3n2)C1 (stereo unspecified)
-4%	CN(C)C(=O)C1CN(C(=O)Cc2cccc(Cl)c2)CC12CCOCC2 (stereo unspecified)
10%	O=C(COC(=O)c1cccc(NC(=O)c2cccs2)c1)c1ccccc1
?	CCOc1ccccc1Nc1sc(C(=O)c2ccccc2)c(N)c1C(=O)Nc1ccccc1
-16%	Cn1cc(S(=O)(=O)c2ccccc2)c(=O)c2cc(F)c(N3CCN(c4ccccc4)CC3)cc21
2%	Cc1cccnc1NC(=O)COc1ccc2c(=O)c(Oc3ccccc3)c(C)oc2c1
-7%	O=C(N/N=C/c1ccc(-c2ccccc2)cc1)C1CC1
-10%	Cc1ccc2c(c1)-c1c(cnn1CC(=O)N1CCN(c3cc(Cl)ccc3C)CC1)CO2
10%	CC(C)CNC(=O)Cn1ccc2cc(Cl)ccc21
2%	Cc1nc(C(C)C)sc1C(=O)N1CCC(=O)N(CC2CC2)C(C(C)C)C1 (stereo unspecified)
?	COc1cc(CNc2ccc3[nH]c(=O)[nH]c3c2)ccc1OCc1ccccc1F
20%	O=[N+]([O-])c1c(NCc2ccco2)ccc2nonc12
?	Cc1ccc(-c2c(CN3CCN(c4cccc(C(F)(F)F)c4)CC3)csc2C)cc1
-12%	COc1ccc(CS(=O)(=O)C(C)C(=O)N(C)Cc2ccccc2)cc1F (stereo unspecified)
24%	O=C(NCCCc1ccccc1)c1cc(-c2ccncc2)nc2ccccc12
